GalR3 antagonist: GalR3 antagonists in HEK293 cells, primary screen, cell-based, fluorescence readout; 360,000 compounds, 0.44% hits; inhibition, % at 3 µM; Galanin receptor type 3 (Homo sapiens), O60755; HEK293 GalR3-CNG cAMP membrane potential fluorescence; galR3 body fused to GalR1 C-terminus; AID 651719, 2012;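 active means inhibition above the screen-wide average plus 3 SD, cut at about 13% in these data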;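 further: forskolin and galanin both at EC90 stimulate the cells; cAMP rise reported by CNG channel membrane potential dye signal; 0% = forskolin plus galanin with DMSO and 100% = forskolin alone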
Target sequence (O60755 1-299 limits assumed): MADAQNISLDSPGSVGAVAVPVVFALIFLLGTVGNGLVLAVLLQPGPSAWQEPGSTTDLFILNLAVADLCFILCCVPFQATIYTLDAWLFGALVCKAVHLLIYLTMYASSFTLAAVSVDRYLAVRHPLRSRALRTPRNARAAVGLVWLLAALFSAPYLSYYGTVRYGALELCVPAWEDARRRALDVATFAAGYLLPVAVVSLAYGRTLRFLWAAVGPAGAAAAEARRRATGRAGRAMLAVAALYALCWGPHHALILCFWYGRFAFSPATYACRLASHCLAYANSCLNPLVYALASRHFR
CRFR2-BP antag: antagonists of CRF-BP/CRF-R2 complex, primary screen, cell-based, HEK293, calcium dye fluorescence, uHTS; CRF-induced calcium fluorescence; 350,000 compounds, 0.59% hits; inhibition, % at 11.8 µM;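 active means inhibition of the ligand-induced calcium signal above about 50% at the single tested concentration, limit read from the data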
CRFBP-R2 agonist: agonists of CRF-BP/CRF-R2 complex, primary screen, cell-based, HEK293, calcium dye fluorescence, uHTS; CRF-binding protein / CRF receptor 2 complex (human); calcium dye fluorescence (FLIPR); percent of saturating CRF peptide response; activation, % at 13.2 µM; 350,000 compounds, 0.46% hits; AID 588473, 2011;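 active means activation of at least 50%, plus an integration ratio under a set limit after plate pattern correction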;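 further: plate controls were neutral control wells without compound for no effect and CRF at EC100 for full effect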
An asterisk follows results filed as active.

SMILES	GalR3 antagonist	CRFR2-BP antag	CRFBP-R2 agonist
CC1=N/C(=C\c2ccccc2Cl)C(=O)O1	-3	-7	1.9
O=C(OCC(=O)N1CCCCCC1)c1ccc(Br)c(S(=O)(=O)N2CCOCC2)c1	-3	0	3.2
Cc1nc(N)ncc1CCC1OCCO1	-1	-6	0.1
Cc1ccc(NC(=O)COC(=O)c2ccc(C)c(S(=O)(=O)N3CCOCC3)c2)cc1	-4	4	-0.3
Cc1ccsc1C(=O)Nc1ccc(S(=O)(=O)N2CCOCC2)cc1	3	-6	-2.4
CCOC(=O)C1CCCN1C(=O)C1(NC(C)=O)CCCC1 (centres undefined)	-6	18	-1.9
COCCCN1C(=O)C(CC(=O)NCc2cccs2)CC(C(=O)N2CCOCC2)=C1C (centres undefined)	-7	13	-2.0
O=C(NCCCc1ccccc1)c1cccc(NC(=O)C2CCCCC2)c1	-6	3	0.7
CC1CCCC(NC(=O)Cn2cc(C(F)(F)F)cc(Cl)c2=O)C1C (centres undefined)	2	18	-0.8
CCN1CCN(C(=O)N(Cc2ccc(Cl)cc2)S(=O)(=O)c2ccc(C)cc2)CC1	0	-6	-0.1
CC(C)(C)OC(=O)C[C@H]1C/C=C\C[C@@H](CC(=O)N[C@@H](CO)Cc2ccccc2)C(=O)N2CCC[C@H]2COC1=O	-3	-1	7.3
CC(OC(=O)c1cc(Br)ccc1O)C(=O)NCc1ccc2c(c1)OCO2 (centres undefined)	8	-3	0.2
CN(CC(=O)Nc1ccc(F)c(F)c1F)C(=O)CC1CCCCC1	-4	-6	-1.4
CC(NC(=O)COC(=O)C1CC2CCCC(C1)C2=O)c1ccccc1 (centres undefined)	-4	12	-2.1
Cc1cc(NC(=O)C(C)SCC(=O)Nc2cc(Cl)ccc2N2CCN(C)CC2)no1 (centres undefined)	-2	-5	1.5

Given as a markdown table: part of the list above
| molecule | GalR3 antagonist | CRFR2-BP antag | CRFBP-R2 agonist |
| --- | --- | --- | --- |
| Cc1ccc(NC(=O)COC(=O)c2ccc(C)c(S(=O)(=O)N3CCOCC3)c2)cc1 | -4 | 4 | -0.3 |
| Cc1ccsc1C(=O)Nc1ccc(S(=O)(=O)N2CCOCC2)cc1 | 3 | -6 | -2.4 |
| CCOC(=O)C1CCCN1C(=O)C1(NC(C)=O)CCCC1 (centres undefined) | -6 | 18 | -1.9 |

The results go on.
SMILES	GalR3 antagonist	CRFR2-BP antag	CRFBP-R2 agonist
CN(Cc1ccccc1)C(=O)c1cccc(NC(=O)Cc2ccc(NC(=O)C3CCN(C(=O)C4CCC4)CC3)cc2)c1	-7	-6	-0.6
COc1ccccc1NC(=O)CSc1nc(=O)n2cc(C)ccc2n1	-2	-1	1.0
CSc1ccc(/C=C/C(=O)OCC(=O)NC2CCS(=O)(=O)C2)cc1 (centres undefined)	-5	-5	0.2
Cc1ccc(S(=O)(=O)CCC(=O)OCC(=O)N(C)c2ccccc2)cc1	-2	-1	-1.1
O=C(c1cc(-c2cccnc2)nc2ccccc12)N1CCN(S(=O)(=O)c2ccc(Cl)s2)CC1	-2	-9	-1.0
CCN(C(=O)COC(=O)c1ccccc1Cc1ccccc1)c1c(N)n(Cc2ccccc2)c(=O)[nH]c1=O	-7	-10	2.1
CC(=O)OC1C=CN(C(C)=O)C(SC(C)(C)C)C1(C)O (centres undefined)	-3	6	1.5
CCC(=O)Nc1cc(OC)c(NC(=S)Nc2ccccc2CC)cc1OC	1	-2	0.3
Cn1c(=O)c2c(-c3ccccc3)n(-c3ccccc3)cc2n(C)c1=O	-4	14	-0.1
COc1ccc(N2CC(C(=O)Nc3cc(C(F)(F)F)ccc3N3CCCC3)CC2=O)c(OC)c1 (centres undefined)	-10	-3	-0.4
CN1C(=O)N(CC(=O)Nc2nccs2)C(=O)C12CCCCC2	-5	-2	0.3
C=CC[C@@H](CC(=O)N(CCO)Cc1ccccc1)C(=O)N[C@H](COC(=O)[C@@H](CC=C)CC(=O)OC(C)(C)C)c1ccccc1	-8	-4	0.6
C[C@H](CO)N1C[C@H](C)[C@@H](CN(C)CC2CCOCC2)Oc2cc(C#Cc3ccccc3F)ccc2S1(=O)=O	-8	1	2.1
NC1=NC(=O)C(c2ccccc2)C(=O)N1 (centres undefined)	-4	12	1.6
COc1ccc([C@@H]2CC(=O)c3c(O)cc(O[C@@H]4OC(CO[C@@H]5OC(C)[C@H](O)[C@@H](O)[C@H]5O)[C@@H](O)[C@H](O)[C@H]4O)cc3O2)cc1O (some centres undefined)	-3	7	-1.3
O=C(COC(=O)c1ccc(Cl)nc1)NCCNC(=O)COC(=O)c1ccc(Cl)nc1	-3	10	-0.5
COc1ccc(C)cc1-n1nnnc1SCC(=O)NC1CCCC1	-4	7	0.1
Nc1cccc(C#Cc2ccc3c(c2)C(=O)/C(=C/c2ccsc2)O3)c1	5	-11	-2.0
N#CCCN(C(=O)COC(=O)c1n[nH]c2ccccc12)c1ccccc1	2	-11	2.4
O=C(Nc1ccccc1Cl)OCC#CCOC(=O)Nc1ccccc1Cl	-8	2	-0.1
Cc1noc(C)c1S(=O)(=O)Nc1ccc2c(c1)C(=O)N([C@H](C)CO)C[C@@H](C)[C@@H](CN(C)Cc1ccc3c(c1)OCO3)O2	-4	-14	-3.6
CCCCn1c(N)c(N(Cc2ccccc2OC)C(=O)CN2C(=O)NC3(CCCC3)C2=O)c(=O)[nH]c1=O	-3	3	-0.2
CCN(CC(=O)Nc1ccccc1OC)C(=O)c1cc(S(=O)(=O)N2CCCCCC2)ccc1OC	-2	6	1.0
O=C(NCC(c1ccccc1)N1CCCC1)C1CCN(C(=O)Nc2ccccc2)CC1 (centres undefined)	-4	1	1.6
O=C(O)c1cc2ccccc2[nH]1	-8	14	-0.8
COc1ccc(F)cc1S(=O)(=O)N1CCC2(CC1)OCCN2S(=O)(=O)c1ccccc1	5	-11	3.0
O=C(COC(=O)c1c(F)cccc1F)NCc1ccc2c(c1)OCO2	-4	5	-0.5
Cc1cc(C(=O)N2CC=C(c3ccccc3)CC2)c2ccccc2n1	-6	2	0.5
CCCCCC1=C(C(=O)OC)C(C(=O)OCC)N(S(=O)(=O)C(F)(F)F)c2ccccc21 (centres undefined)	-6	15	-2.3
Cc1ccc(S(=O)(=O)N2CCC(C(=O)Nc3ccccc3N3CCCC3)CC2)cc1	-3	8	-0.1

Only GalR3 antagonist, for some of the entries so far:
structure,GalR3 antagonist
Cc1cc(C(=O)N2CC=C(c3ccccc3)CC2)c2ccccc2n1,-6
COc1ccc(C)cc1-n1nnnc1SCC(=O)NC1CCCC1,-4

Continued.
SMILES	GalR3 antagonist	CRFR2-BP antag	CRFBP-R2 agonist
COc1ccc(C(C(=O)NC(C)(C)C)N(C[C@H]2CC[C@@H]([C@@H]3CC[C@H](CO)O3)O2)C(=O)c2ccccc2)cc1 (some centres undefined)	-6	2	-1.2
CCOc1ccc(NC(=O)CN(C)C(=O)CCC2CCCCC2)cc1OCC	-6	0	0.2
CCCc1cc(=O)[nH]c(SCC(=O)N2CCc3cc(OC)c(OC)cc3C2)n1	2	3	1.5
Cc1nn(CC(=O)N2CCc3ccccc32)c(C)c1S(=O)(=O)NC(C)(C)C	-1	5	-3.7
COc1ccccc1C(=O)N1CCN(C(=O)c2oc3c(C)c(C)ccc3c2C)CC1	1	15	-1.6
COc1ccc(OC)c(CN2CCN(C(=O)CCNC(=O)c3ccc(Br)cc3)CC2)c1	-3	-2	-2.0
CCOC(=O)C1=C(C)c2ccccc2OC1(C)C(=O)OCC (centres undefined)	-4	-1	2.1
Cc1nc2ccc(NC(=O)CSc3ccccc3)cc2s1	-3	0	-0.8
CCCCCCCCCCCCCC(=O)O	-1	-15	5.3
Cc1cc(CC(=O)O)n(C)c1C(=O)c1ccc(Cl)cc1	-2	35	3.2
O=C(O)C1=CC[C@@H](c2ccc(Cl)cc2)N(S(=O)(=O)c2ccc(Cl)cc2)[C@H]1c1ccc(F)cc1	-4	13	4.0
COc1ccc(CNC(=O)COC(=O)CN2C(=O)COc3ccccc32)cc1	-3	6	0.1
Cc1ccc(SCC(=O)NNC(=O)CCS(=O)(=O)c2ccccc2)cc1	-2	4	0.5
O=C(c1cc(S(=O)(=O)N2CCN(c3ccccc3)CC2)ccc1Cl)N1CCCC(C(F)(F)F)C1 (centres undefined)	-5	-10	-1.0
Cc1ccc(C)c(OCCC(=O)OCC(=O)Nc2cccc(S(=O)(=O)N3CCCC3)c2)c1	-2	-5	1.6

Of the compounds above, these have an NH in an aromatic ring.
SMILES	GalR3 antagonist	CRFR2-BP antag	CRFBP-R2 agonist
CCN(C(=O)COC(=O)c1ccccc1Cc1ccccc1)c1c(N)n(Cc2ccccc2)c(=O)[nH]c1=O	-7	-10	2.1
N#CCCN(C(=O)COC(=O)c1n[nH]c2ccccc12)c1ccccc1	2	-11	2.4
CCCCn1c(N)c(N(Cc2ccccc2OC)C(=O)CN2C(=O)NC3(CCCC3)C2=O)c(=O)[nH]c1=O	-3	3	-0.2
O=C(O)c1cc2ccccc2[nH]1	-8	14	-0.8
CCCc1cc(=O)[nH]c(SCC(=O)N2CCc3cc(OC)c(OC)cc3C2)n1	2	3	1.5

(continued)
SMILES	GalR3 antagonist	CRFR2-BP antag	CRFBP-R2 agonist
CC(=O)c1ccc(-c2ccc(C(=O)Nc3nc(C)c(C(C)=O)s3)o2)cc1	-5	7	-1.1
CC(C(=O)Nc1ccc([N+](=O)[O-])cc1Cl)N1CCN(S(=O)(=O)c2cccs2)CC1 (centres undefined)	-1	-3	0.7
O=C1C=CN2CCCCC2CC1 (centres undefined)	-7	4	5.0
CN(C(=O)COC(=O)c1ccc(Br)o1)c1c(N)n(Cc2ccccc2)c(=O)[nH]c1=O	0	6	1.2
CC(C)N1CCN(c2ccc(OCC3COC(Cn4cncn4)(c4ccc(Cl)cc4Cl)O3)cc2)CC1 (centres undefined)	-1	-23	5.9
O=C(COC(=O)/C=C/c1cccc(Cl)c1)NCc1cccs1	-3	14	-2.6
CSCCC(NS(=O)(=O)c1ccc(C)cc1C)C(=O)Nc1cccnc1 (centres undefined)	-2	-17	1.7
CC1CCC2(CC1)NC(=O)N(CC(=O)N1CCN(C(=O)c3ccco3)CC1)C2=O (centres undefined)	-4	5	-0.1
Cc1ccc2c(c1)C1C[N+](C)(CC(=O)Nc3ccccc3Cl)CCC1N2C(=O)c1ccccc1Cl (centres undefined)	-8	-7	1.7
COc1ccc(S(=O)(=O)N2CCCCCC2)cc1C(=O)NCCOc1ccc(C)cc1	-5	3	4.5
O=C(NCc1cccnc1)c1cccc(NS(=O)(=O)c2ccc(Br)cc2)c1	-3	5	-0.9
CCc1ccccc1NC(=O)CN1CCN(C(=O)c2cc(C3CC3)nn2-c2ccccc2)CC1	-1	15	-1.5
CCC1CCc2sc(C(=O)NCC(c3ccc(OC)cc3)N3CCOCC3)cc2C1 (centres undefined)	-5	1	0.3
Cc1cc(NC(=O)C(C)SCC(=O)Nc2ccccc2C(C)(C)C)no1 (centres undefined)	-2	-7	-1.1
CCOc1ccc(C(=O)CCC(=O)NCC(=O)Nc2c(C)cccc2C)cc1	2	4	-0.1
CCCC(C(=O)Nc1ccc(S(=O)(=O)N2CCOCC2)cc1)c1ccccc1 (centres undefined)	-6	-16	-1.2
O=C1CSC(c2ccc(Cl)c(Cl)c2)N1c1nccs1 (centres undefined)	-7	14	0.5
O=C(COC(=O)c1ccccc1OCc1ccc(F)cc1)NCC1CCCO1 (centres undefined)	1	14	1.4
O=C1C=C(NS(=O)(=O)c2ccccc2)C(=O)c2ccccc21	-8	-2	-5.2
O=C(NCC1COc2ccccc2O1)c1cc(S(=O)(=O)N2CCOCC2)c(Cl)cc1Cl (centres undefined)	-2	-1	0.0
O=[N+]([O-])/C(Cl)=C(/NCCO)C(Cl)=C(Cl)Cl	-5	24	0.1
Cc1ccc(C)c(S(=O)(=O)N2CCN(C(=O)CCC(=O)NCc3ccc(Cl)cc3)CC2)c1	-5	-3	-0.9
CCCCN1C(=O)c2ccc(C(=O)NC3(C)CCS(=O)(=O)C3)cc2C1=O (centres undefined)	0	-2	0.2
Cc1cc(C(=O)NNC(=O)c2ccccc2F)c2ccccc2n1	-5	10	1.8
C=CC[C@H](CC(=O)OC(C)(C)C)C(=O)OC[C@@H]1CCCN1C(=O)[C@H](CC=C)CC(=O)N[C@H](CO)Cc1ccccc1	-4	10	0.6
O=C(COC(=O)c1cc(S(=O)(=O)N2CCCC2)ccc1O)Nc1ccccc1Br	-2	2	-1.1
CC(OC(=O)C1CC1)C(=O)Nc1cc(Cl)cc(Cl)c1 (centres undefined)	-5	2	-4.9
COc1cccc(CN(C)CCCn2cnc(C(=O)Nc3ccc(C)c(C)c3)n2)c1	-7	1	-1.1
O=c1cc(CN2CCN(S(=O)(=O)c3cccc(Cl)c3)CC2)c2ccc(O)cc2o1	-1	0	0.0
COC(=O)[C@]1(Cc2ccccc2)N[C@H](CN(C)S(=O)(=O)c2ccc(F)cc2)[C@@H]2C(=O)N(C)C(=O)[C@@H]21	-4	-6	-0.2
O=C(NCC(=O)N1CCN(S(=O)(=O)c2ccc3c(c2)OCCO3)CC1)c1ccccc1F	-5	2	0.0
CCOC(=O)[C@@H]1[C@H]2COc3ccc(Br)cc3[C@@H]2N2C(=O)N(c3ccc(Cl)cc3)C(=O)[C@@]12C	-3	-5	2.2

Some of the compounds tested; the hit share may differ from the screen's.
